Screening results from PubChem BioAssay.
CAL PDZ FP-1 – CAL PDZ peptide-binding inhibitors, primary screen, biochemical, fluorescence polarization, Cer-tagged CAL PDZ, HTS. AID 504414, 2011. purified CAL PDZ, TMR-peptide fluorescence polarization, 1 h. Golgi-associated PDZ and coiled-coil motif-containing protein (Homo sapiens), Q9HD26. 330,000 compounds, 0.02% hits. inhibition, % at 20 µM;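 active = highest replicate inhibition of at least 40%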;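 also: plate controls were DMSO neutral control wells for no effect and unlabeled competitor peptide control wells for full effect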
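Material – purified CerCALP PDZ construct · Detection – FP readout, S and P plane fluorescence · Measure – percent inhibition from loss of millipolarization · Controls – unlabelled peptide for full inhibition, DMSO wells as neutral · Probe or stimulus – TMR-labelled reporter peptide T*-PRC34 bound in PDZ groove · Times – 1 h at RT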
DSG3 Ab inh – inhibitors of pemphigus antibody binding to DSG3, primary screen, biochemical, bead-based, flow cytometry, scFv-GFP | Desmoglein-3 (Homo sapiens), P32926 | DSG3-coupled beads, scFv-anti-DSG3-GFP binding; hits give low values | binding (percent of control), % at 10 µM | 310,000 compounds, 0.48% hits | AID 588358, 2011;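 active = binding more than 3 SD below its plate's average and above zero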;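 also: hits lower antibody fragment binding to DSG3; some compounds called inactive have numbers as strong as hits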
C-LANA FP – inhibitors of KSHV C-LANA binding to DNA, primary screen, biochemical, fluorescence polarization, FAM-LBS DNA, MBP-C-LANA, single point; inhibition, % at 9 µM; 340,000 compounds, 0.078% hits; AID 504423, 2011;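 active = highest replicate inhibition at or above 60% at 9 µM, even if other replicates fall short; inactive = all replicates below 60% inhibition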;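 also: 0% = neutral control wells and 100% = 4 µM acridine orange control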
DAGLB inh – DAGLB lipase inhibitors, primary screen, biochemical, fluorescence, HTS. Diacylglycerol lipase-beta (Homo sapiens), Q8NCG7. HEK293T DAGLB membrane lysate, EnzChek fluorogenic substrate. inhibition, % at 5.17 µM. 340,000 compounds, 0.059% hits. AID 504411, 2011; in the data active = inhibition above about 34%;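 also: 0% = enzyme with vehicle and 100% = wells lacking enzyme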
NSD2 HMT inh – NSD2 histone methyltransferase inhibitors, primary screen, biochemical, AlphaScreen, single concentration, set 2. Histone-lysine N-methyltransferase NSD2 (Homo sapiens), O96028. NSD2 peptide methylation, 120 min. inhibition, % at 12.5 µM. 310,000 compounds, 0.54% hits; in the data active = inhibition above about 50%
Target sequence (O96028 whole entry, looked up): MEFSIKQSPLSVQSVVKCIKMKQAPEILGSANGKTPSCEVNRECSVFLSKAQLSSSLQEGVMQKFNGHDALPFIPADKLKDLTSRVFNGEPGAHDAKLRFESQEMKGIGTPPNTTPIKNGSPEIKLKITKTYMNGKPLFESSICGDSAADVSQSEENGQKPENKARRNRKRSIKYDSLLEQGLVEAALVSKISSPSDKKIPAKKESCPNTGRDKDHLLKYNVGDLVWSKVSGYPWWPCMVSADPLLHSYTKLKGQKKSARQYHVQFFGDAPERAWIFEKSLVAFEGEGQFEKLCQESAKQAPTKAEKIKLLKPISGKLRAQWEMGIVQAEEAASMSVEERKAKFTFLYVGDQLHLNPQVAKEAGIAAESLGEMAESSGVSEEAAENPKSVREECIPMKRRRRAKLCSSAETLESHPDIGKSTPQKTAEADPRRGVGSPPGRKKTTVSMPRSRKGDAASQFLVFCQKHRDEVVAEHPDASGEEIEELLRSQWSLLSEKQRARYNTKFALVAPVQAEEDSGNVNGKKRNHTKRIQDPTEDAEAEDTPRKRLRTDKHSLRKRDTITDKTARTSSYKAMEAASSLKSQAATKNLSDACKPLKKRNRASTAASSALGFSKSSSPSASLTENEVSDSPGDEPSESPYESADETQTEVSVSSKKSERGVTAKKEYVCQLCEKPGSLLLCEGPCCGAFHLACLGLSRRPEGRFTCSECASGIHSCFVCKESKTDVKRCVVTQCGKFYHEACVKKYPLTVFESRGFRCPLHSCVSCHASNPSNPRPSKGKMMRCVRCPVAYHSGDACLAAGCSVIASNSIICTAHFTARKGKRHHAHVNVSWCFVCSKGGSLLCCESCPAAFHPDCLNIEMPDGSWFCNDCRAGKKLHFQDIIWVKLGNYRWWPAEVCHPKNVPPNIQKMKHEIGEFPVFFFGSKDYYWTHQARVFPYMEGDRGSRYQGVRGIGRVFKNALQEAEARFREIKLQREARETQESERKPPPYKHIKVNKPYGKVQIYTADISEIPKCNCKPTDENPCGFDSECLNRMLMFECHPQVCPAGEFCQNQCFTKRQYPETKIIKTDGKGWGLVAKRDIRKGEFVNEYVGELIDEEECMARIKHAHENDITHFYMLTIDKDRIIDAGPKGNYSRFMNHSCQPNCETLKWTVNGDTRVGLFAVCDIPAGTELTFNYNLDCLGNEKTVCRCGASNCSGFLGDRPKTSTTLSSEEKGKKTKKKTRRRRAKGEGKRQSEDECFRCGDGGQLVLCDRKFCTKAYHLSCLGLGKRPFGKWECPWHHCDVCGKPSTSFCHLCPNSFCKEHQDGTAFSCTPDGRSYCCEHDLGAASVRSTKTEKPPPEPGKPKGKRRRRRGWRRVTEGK
V-ATPase pHluor – regulators of yeast V-ATPase proton pumping, primary screen, pHLuorin cytosolic pH fluorescence. response, % at 10 µM. 350,000 compounds, 0.37% hits. S. cerevisiae; in the data active = response mostly above about 7.3%, no sharp cut-off; inactive = mostly below about 5.4%; also: actives read high; inactives centre near 0; some compounds called inactive have numbers as strong as hits
CAL PDZ FP-2 – untagged CAL PDZ binding inhibitors, primary screen, biochemical, fluorescence polarization, HTS. purified CAL PDZ, TMR-peptide fluorescence polarization, 1 h. Golgi-associated PDZ and coiled-coil motif-containing protein (Homo sapiens), Q9HD26. inhibition, % at 24.9 µM. 300,000 compounds, 0.92% hits. AID 602252, 2012;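 active = mean inhibition of at least 30% with at least half of replicates also reaching 30%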;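 also: 0% = DMSO neutral control and 100% = excess unlabeled competitor peptide PRC23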
Cardiac RTF inh – cardiac RTF calcium sensitivity inhibitors, primary screen, biochemical, IANBD-TnC fluorescence, EC70 calcium; IANBD-labeled cardiac RTF, Ca2+ fluorescence; Troponin I, cardiac muscle (Homo sapiens) + Troponin T, cardiac muscle (Homo sapiens) + …; AID 493244, 2011; 340,000 compounds, 0.12% hits; inhibition, % at 7.15 µM;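 active = inhibition above the mean inhibition of all tested compounds plus 3 SD, cut at about 17% in these data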;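 also: assay run at fixed EC70 calcium of 1.6 mM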
Arrestin-AP2 inh – inhibitors of beta-arrestin/AP2 binding, primary screen, biochemical, GPCR trafficking, flow cytometry; FITC-arrestin peptide / GST-AP2 beads; AP2 beta2 appendage carries R879A mutation; AID 504490, 2011; beta-arrestin 1 C-terminal peptide binding to AP2 beta2-adaptin appendage (human); inhibition, % at 10 µM; 340,000 compounds, 0.31% hits;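 active = inhibition above a set limit, near 3 SD of compounds lacking own fluorescence, cut at about 54% in these data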;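 also: plate controls were DMSO wells for no effect and 5 µM unlabelled arrestin peptide for full effect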
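Assay system: GST-AP2 R879A bound to glutathione beads, E. coli-expressed; Medium: PBS with 0.05% Tween 20 and 0.1% BSA; Also added: fluorescein-tagged arrestin peptide at 50 nM final; Timing: 12 min plus 1 h, RT; Measured by: flow cytometry, FL1 (488/535 nm); Evaluation: percent drop in bead-associated FITC signal.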
Keap1 Nrf2 FP – Keap1-Nrf2 protein-protein interaction inhibitors, primary screen, biochemical, fluorescence polarization, single point; Kelch-like ECH-associated protein 1 (Homo sapiens), Q14145; Keap1 Kelch-Nrf2 peptide fluorescence polarization, 1536-well; inhibition, % at 9.4 µM; 340,000 compounds, 0.15% hits; AID 504523, 2011; in the data active = inhibition above about 12%;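 also: human Keap1 Kelch domain with fluorescein labeled Nrf2 9mer peptide probe; 0% = neutral control wells and 100% = peptide positive control; higher means more block of Keap1 binding to Nrf2 peptide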
* hit, by the source's call; nt = no result given. Some of the compounds tested. The share of hits here may be higher or lower than overall.

Screens by letter: A = CAL PDZ FP-1; B = DSG3 Ab inh; C = C-LANA FP; D = DAGLB inh; E = NSD2 HMT inh; F = V-ATPase pHluor; G = CAL PDZ FP-2; H = Cardiac RTF inh; I = Arrestin-AP2 inh; J = Keap1 Nrf2 FP
1	COCC(C)NCc1cccc(OC)c1OC (configuration not stated)
  A = -0.9	B = 104	C = 0.2	D = -2	E = 17	F = 2	G = -7	H = -22	I = 6	J = -5

2	COc1cccc2c(C)c(C(=O)O)[nH]c12
  A = -0.6	B = 107	C = 7.9	D = 0	E = 0	F = -5	G = 2	H = 5	I = 22	J = -3

3	Cc1ccc2c(c1)[C@H]1[C@H](CO2)[C@H](c2ccccc2)[C@]2(C)C(=O)N(Cc3ccccc3)CC(=O)N12
  A = -0.1	B = 101	C = -2.0	D = -6	E = nt	F = 0	G = -4	H = -1	I = 4	J = 0

4	COc1ccccc1CNC(=O)c1c(-c2ccccc2Cl)noc1C
  A = -0.7	B = 109	C = -2.0	D = 0	E = -7	F = -4	G = -4	H = 0	I = -18	J = -5

5	CCN(CC)S(=O)(=O)c1ccc(C(=O)Nc2nnc(NC(=S)Nc3ccccc3)s2)cc1
  A = -4.0	B = 94	C = 0.8	D = 2	E = 3	F = 4	G = -1	H = 3	I = 30	J = -1

6	CN1/C(=C/C(=O)COC(=O)CN2C(=O)C3CC=CCC3C2=O)C(C)(C)c2ccccc21 (configuration not stated)
  A = -0.6	B = 120	C = 0.1	D = -4	E = 0	F = -2	G = -3	H = -1	I = 25	J = 1

7	CN(CC(=O)Nc1ccc(Cl)c(C(F)(F)F)c1)C(=O)c1ccc(N2CCOCC2)c([N+](=O)[O-])c1
  A = -3.4	B = 97	C = 0.4	D = 9	E = 1	F = -2	G = -5	H = 0	I = 27	J = 0

8	CN(CC(=O)Nc1c(Cl)cccc1Cl)C(=O)c1ccc2ccccc2n1
  A = -1.4	B = 103	C = -0.1	D = 1	E = 0	F = 1	G = 2	H = 8	I = 1	J = -3

9	O=c1[nH][nH]c2c(N=Cc3ccccc3O)ccc(F)c12
  A = 1.2	B = 96	C = 87*	D = -3	E = nt	F = -1	G = -7	H = 34*	I = 39	J = -2

10	CN(Cc1ccccc1)C(=O)c1ccco1
  A = -0.5	B = 116	C = 0.0	D = -1	E = 0	F = 3	G = -2	H = -6	I = -16	J = 9

11	O=S(=O)(Nc1ccc2ccccc2n1)c1ccc2c(c1)CCO2
  A = -0.8	B = 111	C = -2.3	D = 1	E = 18	F = -3	G = -4	H = 4	I = 16	J = -2

12	CCN1CCN(S(=O)(=O)c2ccc(S(=O)(=O)N(CC)Cc3ccccc3)cc2)CC1
  A = -0.1	B = 97	C = -0.8	D = -3	E = -6	F = -1	G = 0	H = -4	I = -4	J = -3

13	Cc1onc(-c2ccccc2)c1C(=O)NCCSCc1ccco1
  A = -0.4	B = 98	C = 0.9	D = -6	E = 1	F = -4	G = -1	H = -1	I = 31	J = 1

14	CC(C)(C)c1ccc(-c2cc(N)n[nH]2)cc1
  A = -0.1	B = 96	C = -0.9	D = 1	E = nt	F = 1	G = -2	H = -7	I = 5	J = -5

15	OCCC1CN(C2CCN(c3ccccc3)CC2)CCN1Cc1ccc(F)c(F)c1 (configuration not stated)
  A = -1.0	B = 89	C = -0.8	D = 2	E = 0	F = -3	G = -4	H = -11	I = 2	J = -1

16	Cc1ccnc(NS(=O)(=O)c2ccc(NC(=O)C3CCCCC3C(=O)O)cc2)n1 (configuration not stated)
  A = 0.5	B = 103	C = -0.7	D = 1	E = -1	F = -5	G = 7	H = 8	I = 9	J = -4

17	Cc1n[nH]c(=O)n1-c1cccc(C(F)(F)F)c1
  A = nt	B = nt	C = 1.5	D = 2	E = -8	F = 5	G = -7	H = 8	I = -25	J = -3

18	Cc1ccc(NCc2nnc(SCC(N)=O)o2)c(C)c1
  A = -1.4	B = 122	C = -0.7	D = -1	E = -1	F = 2	G = 8	H = -4	I = 9	J = -1

19	O=C(NCc1ccco1)c1ccc2c(c1)N(Cc1ccccc1)CCS2
  A = -0.6	B = 90	C = 1.3	D = 1	E = 5	F = 5	G = -5	H = -5	I = 11	J = -1

20	CCOc1ccc(-n2c(-c3ccccc3)c[n+]3c2CCC3)cc1
  A = 0.1	B = 98	C = 1.2	D = -1	E = -4	F = -4	G = nt	H = -11	I = 28	J = 4

21	COc1ccc2cc3cc(C(=O)NCCc4ccc(OC)c(OC)c4)oc3nc2c1
  A = -4.5	B = 98	C = -2.9	D = -3	E = -4	F = 1	G = 0	H = -16	I = 2	J = 0

Eight entries already listed, arranged by length of the SMILES, lowest first.
Screens by letter: A = CAL PDZ FP-1; B = DSG3 Ab inh; C = C-LANA FP; D = DAGLB inh; E = NSD2 HMT inh; F = V-ATPase pHluor; G = CAL PDZ FP-2; H = Cardiac RTF inh; I = Arrestin-AP2 inh; J = Keap1 Nrf2 FP
1	COCC(C)NCc1cccc(OC)c1OC (configuration not stated)
  A = -0.9	B = 104	C = 0.2	D = -2	E = 17	F = 2	G = -7	H = -22	I = 6	J = -5

10	CN(Cc1ccccc1)C(=O)c1ccco1
  A = -0.5	B = 116	C = 0.0	D = -1	E = 0	F = 3	G = -2	H = -6	I = -16	J = 9

17	Cc1n[nH]c(=O)n1-c1cccc(C(F)(F)F)c1
  A = nt	B = nt	C = 1.5	D = 2	E = -8	F = 5	G = -7	H = 8	I = -25	J = -3

13	Cc1onc(-c2ccccc2)c1C(=O)NCCSCc1ccco1
  A = -0.4	B = 98	C = 0.9	D = -6	E = 1	F = -4	G = -1	H = -1	I = 31	J = 1

4	COc1ccccc1CNC(=O)c1c(-c2ccccc2Cl)noc1C
  A = -0.7	B = 109	C = -2.0	D = 0	E = -7	F = -4	G = -4	H = 0	I = -18	J = -5

20	CCOc1ccc(-n2c(-c3ccccc3)c[n+]3c2CCC3)cc1
  A = 0.1	B = 98	C = 1.2	D = -1	E = -4	F = -4	G = nt	H = -11	I = 28	J = 4

16	Cc1ccnc(NS(=O)(=O)c2ccc(NC(=O)C3CCCCC3C(=O)O)cc2)n1 (configuration not stated)
  A = 0.5	B = 103	C = -0.7	D = 1	E = -1	F = -5	G = 7	H = 8	I = 9	J = -4

12	CCN1CCN(S(=O)(=O)c2ccc(S(=O)(=O)N(CC)Cc3ccccc3)cc2)CC1
  A = -0.1	B = 97	C = -0.8	D = -3	E = -6	F = -1	G = 0	H = -4	I = -4	J = -3

Laid out differently: results already given
Every second line gives: CAL PDZ FP-1, DSG3 Ab inh, C-LANA FP, DAGLB inh, NSD2 HMT inh, V-ATPase pHluor, CAL PDZ FP-2, Cardiac RTF inh, Arrestin-AP2 inh, Keap1 Nrf2 FP
2. COc1cccc2c(C)c(C(=O)O)[nH]c12
→ -0.6, 107, 7.9, 0, 0, -5, 2, 5, 22, -3
18. Cc1ccc(NCc2nnc(SCC(N)=O)o2)c(C)c1
→ -1.4, 122, -0.7, -1, -1, 2, 8, -4, 9, -1
